# Screening results from PubChem.
# F508del corr – correctors of CFTR F508del function in bronchial epithelial cells; CFBE cells, YFP halide quenching; stimulated with forskolin plus potentiator P3; % fluorescence drop versus neutral controls; actives 0.36% (n = 350,000); activity (quench increase), % at 7.58 µM; AID 720511;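 active = mean added fluorescence quench of at least 8% versus neutral control, with both replicates also reaching 8%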;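 note: cells transiently co-express mutant CFTR-F508del with the halide-sensitive YFP; corrector assay measuring rescue of mutant channel to the surface after 24 h compound exposure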
# ARNT TACC3 PPI – disruptors of human ARNT/TACC3 interaction | Q9Y6A5 | AlphaScreen His-ARNT PAS-B/GST-TACC3 binding, luminescence; TACC3 fragment carries E629A point mutation | inhibition, % at 9.99 µM | actives 0.66% (n = 390,000) | AID 623870;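 active = mean inhibition of replicates at least 50% and at least half of replicates each reaching 50%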;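 note: 0% = complete ARNT plus TACC3 wells and 100% = ARNT alone without TACC3; many hits fall short of the cut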
# ERAP1 inh – blocks human ERAP1 aminopeptidase activity | recombinant ERAP1, Leu-AMC fluorescence, 60 min | inhibition, % at 10.7 µM | actives 0.15% (n = 340,000) | AID 652197;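 active = mean replicate inhibition of at least 30%, or all replicates individually reaching that 30% level; inactive = mean below 30% and not every replicate reaching it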;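 note: 0% = neutral control wells and 100% = L-leucinethiol positive control wells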
# RAD52 anneal inh – blocks human RAD52 DNA annealing; P43351; inhibition, % at 18.7 µM; actives 0.46% (n = 360,000); recombinant RAD52 DNA annealing, FRET fluorescence;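 active = every replicate showing at least 50% inhibition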
# Target sequence (P43351 whole entry, looked up): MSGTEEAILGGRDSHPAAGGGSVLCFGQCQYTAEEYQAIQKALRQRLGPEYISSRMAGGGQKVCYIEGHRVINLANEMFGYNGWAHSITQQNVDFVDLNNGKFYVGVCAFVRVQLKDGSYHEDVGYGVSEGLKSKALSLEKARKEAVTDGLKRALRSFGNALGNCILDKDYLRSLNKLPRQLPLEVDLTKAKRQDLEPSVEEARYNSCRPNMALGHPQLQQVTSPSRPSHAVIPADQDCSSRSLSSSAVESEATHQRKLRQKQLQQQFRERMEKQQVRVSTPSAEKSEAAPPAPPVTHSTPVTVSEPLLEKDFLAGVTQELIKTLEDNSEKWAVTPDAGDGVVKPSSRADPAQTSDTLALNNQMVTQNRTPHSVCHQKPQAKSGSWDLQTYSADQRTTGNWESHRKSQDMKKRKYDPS
# Xi reactivation – activators of X-chromosome reactivation in mouse fibroblasts; actives 0.055% (n = 360,000); XiGFP mouse fibroblasts, % GFP-positive cells imaging, 3 d; cells co-treated with 5-aza-dC sensitizer; scaled so ellipticine positive control = 100%; AID 743238; activation, % at 7.58 µM;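 active = mean normalized replicate activation at least 10% and every replicate at or above 10%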;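 note: 0% = median of on-plate neutral control wells and 100% = ellipticine 6 µM median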
#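 Schedule: 3 d treatment, 15 min room-temperature fixation; system: 68-5-11 XiGFP fibroblast line; buffer or medium: DMEM plus 5-aza-dC sensitizer; control set: ellipticine 6 µM positive control; compound: one concentration, pinned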
# RAD54 branch – blocks human RAD54 Holliday junction branch migration. FAM/BHQ fluorescence. inhibition, % at 10.4 µM. actives 0.14% (n = 360,000);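 active = mean normalized replicate activity at least 40 and at least half of replicates scoring 40 or more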;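 note: 0% = median of neutral control wells and 100% = median of positive control wells; inhibitors cause a drop in the FAM fluorescence signal; in these data hits start at about 50%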
# INS-1E GSIS act – primary screen for activators of insulin secretion dependent on glucose, INS-1E cells, GLuc reporter luminescence. actives 0.61% (n = 370,000). activation, % at 16.6 µM. INS-1E GLuc reporter insulin secretion, 2-3 h;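 active = lowest replicate activation of at least 40%, so every replicate reaches that level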;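 note: 0% = median of neutral control wells and 100% = median of IBMX positive control wells; some compounds called inactive have numbers as strong as hits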
# esBAF inh – inhibitors of esBAF chromatin remodeling in mouse ES cells | reporter increase, % at 12.5 µM | Bmi1-luciferase knock-in reporter, 24 h; 100% = twice the neutral-well signal | actives 2% (n = 350,000) | AID 602393; in the data active = activation above about 40%;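 note: 0% = median of the plate's neutral control wells and 100% = double that signal; a rise in the Bmi1 reporter signal indicates esBAF inhibition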
# * = called active by the depositor; x = not tested or not shown; & = joins results of further samples.
SMILES,F508del corr,ARNT TACC3 PPI,ERAP1 inh,RAD52 anneal inh,Xi reactivation,RAD54 branch,INS-1E GSIS act,esBAF inh
CNS(=O)(=O)c1cc2c3c(cccc3c1)C(=O)NC2=O,0.4,-9,3,-113,0.2,-2,-7,-6
CC(C)CN(C(=O)COC(=O)CN1C(=O)c2ccccc2C1=O)c1c(N)n(Cc2ccccc2)c(=O)[nH]c1=O,0.2,-7,-3,-6,-0.1,x,-7,x
CCNC(=O)COc1ccc(/C=C2\COc3ccccc3C2=O)cc1OC,-1.0,x,0,-18,0.0,3,-47,-9
O=C(Nc1cc(F)ccc1F)N1CCCCN2[C@H](C1)[C@@H](c1ccc(-c3cncnc3)cc1)[C@@H]2CO,-1.7,-8,1,4,0.0,-4,15,x
Cc1coc2c1c(C)cc1oc(=O)c(CC(=O)NCCC(=O)O)c(C)c12,1.0,-18,2,-7,0.1,-2,3,-1
CC(CC(=O)N1CCN(c2ccc(C(F)(F)F)cn2)CC1)n1ccnc1 (stereo not given),0.6,-4,1,-10,0.1,x,-6,x
Cc1ccc(-n2nnc3c(=O)n(CC(=O)N4CCOCC4)cnc32)cc1,0.0,-4,4,-6,0.2,-17,-7,-5
Cc1ccc(S(=O)Cc2ccc(C(=O)N3CCN(C(=O)c4ccco4)CC3)o2)cc1 (stereo not given),1.0,5,-3,-3,-0.1,6,13,-2
COc1ccc(NC(=O)Nc2ccc3c(c2)CC(=O)N([C@H](C)CO)C[C@@H](C)[C@H](CN(C)C)O3)cc1,1.5,-11,0,13,-0.6,13,3,-2
COc1cccc2ccc(CC(O)(c3ccccc3)c3ccccc3)nc12,-3.9,x,0,13,0.0,8,2,-12
O=C(COC(=O)CCN1C(=O)C2CC=CCC2C1=O)NCCc1ccccc1 (stereo not given),0.0,1,0,-1,0.1,-7,-8,x
COC(=O)N/N=C/c1cn(CC(C)COc2ccccc2)c2ccccc12 (stereo not given),x,7,x,x,0.1,-12,-27,x

# Compound profiles, from the list above. Order of values: F508del corr, ARNT TACC3 PPI, ERAP1 inh, RAD52 anneal inh, Xi reactivation, RAD54 branch, INS-1E GSIS act, esBAF inh
# CNS(=O)(=O)c1cc2c3c(cccc3c1)C(=O)NC2=O is entered as 0.4, -9, 3, -113, 0.2, -2, -7, -6
# O=C(COC(=O)CCN1C(=O)C2CC=CCC2C1=O)NCCc1ccccc1 (stereo not given) is entered as 0.0, 1, 0, -1, 0.1, -7, -8, x
# CC(CC(=O)N1CCN(c2ccc(C(F)(F)F)cn2)CC1)n1ccnc1 (stereo not given) is entered as 0.6, -4, 1, -10, 0.1, x, -6, x
# O=C(Nc1cc(F)ccc1F)N1CCCCN2[C@H](C1)[C@@H](c1ccc(-c3cncnc3)cc1)[C@@H]2CO is entered as -1.7, -8, 1, 4, 0.0, -4, 15, x
# CCNC(=O)COc1ccc(/C=C2\COc3ccccc3C2=O)cc1OC is entered as -1.0, x, 0, -18, 0.0, 3, -47, -9

# Carrying on:
SMILES,F508del corr,ARNT TACC3 PPI,ERAP1 inh,RAD52 anneal inh,Xi reactivation,RAD54 branch,INS-1E GSIS act,esBAF inh
CCCN(C)C[C@H]1OCCCC[C@@H](C)Oc2ccc(NC(=O)CCCN(C)C)cc2C(=O)N([C@H](C)CO)C[C@H]1C,0.1,-1,-3,8,0.2,-9,6,5
C[C@H](CO)N1C[C@H](C)[C@@H](CN(C)S(C)(=O)=O)OCCCC[C@H](C)Oc2ccc(NC(=O)Nc3ccc(C(F)(F)F)cc3)cc2C1=O,0.3,0,-1,10,-1.0,0,-5,-2
CN(C)c1cccc2c(S(=O)(=O)NC(=O)[C@H]3O[C@@H](n4ccc(=O)[nH]c4=O)[C@H](O)[C@@H]3O)cccc12,0.4,x,4,-6,0.5,x,18,x
C[C@@H]1CN([C@@H](C)CO)C(=O)c2cc(NS(=O)(=O)c3cn(C)cn3)ccc2O[C@H]1CN(C)CC1CCCCC1,1.4,-11,-1,-5,-0.1,5,26,-2
CC(C)CNS(=O)(=O)c1ccc(CCC(=O)N2CCCC2)cc1,-1.8,-3,3,-5,0.0,x,-4,x
O=C1Nc2ccccc2C(=O)N2[C@H](c3ccc(F)cc3)[C@@H]3C(=O)N(Cc4ccccc4)C(=O)[C@@H]3[C@H]12,-2.2,-1,-3,-5,0.1,3,-3,1
COc1ccc(CN(C)C[C@H]2Oc3ccc(NC(=O)Cc4cn(C)c5ccccc45)cc3C(=O)N([C@@H](C)CO)C[C@@H]2C)cc1,1.7,2,-1,6,-0.7,6,0,1
O=C1C(=O)N(c2ccc(O)cc2)C(c2ccccc2[N+](=O)[O-])/C1=C(\O)c1ccccc1 (stereo not given),-0.4,6,1,3,-0.2,0,-16,21
CNC(=O)COC(=O)c1c2c(nc3ccccc13)CCC2,-2.2,14,2,-80,-0.4,x,2,-3
C[C@@H]1CN([C@@H](C)CO)C(=O)c2cc(NC(=O)c3ccccc3)ccc2O[C@@H](C)CCCCO[C@@H]1CN(C)C(=O)c1ccncc1,-1.5,-9,0,-6,0.2,7,27,-5
O=c1[nH]c(=S)n(C2CCCCC2)c(O)c1C=NCCN1CCOCC1,x,-11,7,-4,0.1,-3,-14,-6
Cc1noc(C)c1NC(=O)N(C)C[C@@H]1Oc2ccc(NC(=O)CCC(F)(F)F)cc2CC(=O)N([C@H](C)CO)C[C@H]1C,-1.7,10,0,-3,0.6,-2,8,-1
O=C(c1ccncc1)N1CCCCN2[C@H](CO)[C@@H](c3ccc(-c4ccccc4)cc3)[C@@H]2C1,2.3,-11,-1,-7,0.1,1,-6,x
Cc1oncc1-c1csc(-c2ccccc2Cl)n1,0.2,-9,-2,-6,0.1,-12,10,23
C/C(=N\NC(=O)CN(c1ccccc1Br)S(C)(=O)=O)c1ccc2c(c1)OCCO2,x,-5,-1,-15,0.3,x,6,x
Cc1cccc(NS(=O)(=O)c2ccc(C)c(C(=O)NCc3ccccn3)c2)c1,-5.9,2,-1,-4,0.1,-11,-2,-4
CCCNC(=O)[C@H]1[C@H](CO)[C@H]2Cn3c(ccc(-c4ccccc4)c3=O)[C@H]2N1CC1CC1,0.5,-4,0,-5,-0.1,-4,-2,-6
O=C1CC(C(F)(F)C(F)(F)C(F)(F)C(F)(F)F)=Nc2ccccc2N1,x,-5,x,x,x,13,-26,0
Cc1[nH]cnc1C(=O)N/N=C/c1c(Cl)cccc1Cl,1.1,x,-3,14,0.0,x,0,x
CO[C@H]1CN(C)C(=O)c2cc(NC(=O)Nc3cccc(Cl)c3)ccc2OC[C@@H](C)N(C(=O)Nc2c(C)noc2C)C[C@@H]1C,0.7,x,x,x,0.4,x,-4,-1
CS(=O)(=O)N1CC(=O)N2[C@@H](CO)[C@H](c3ccc(C#CC4CCCC4)cc3)[C@@H]2C1,2.2,x,0,-11,0.0,x,7,x
C[C@@H]1CN([C@H](C)CO)S(=O)(=O)c2ccc(Br)cc2O[C@H]1CN(C)C(=O)Nc1cccc(F)c1,1.8&1.4,-1,-5&-2,-2&6,0.4&0.6,1,-13&15,-4&7
Cc1ccc(S(=O)(=O)Nc2ccc3c(c2)C(=O)N([C@H](C)CO)C[C@H](C)[C@@H](CN(C)S(=O)(=O)c2ccc(C)cc2)OCCCC[C@@H](C)O3)cc1,1.7,2,-5,-3,0.1,-7,12,3
C[C@H](CO)N1C[C@H](C)[C@H](CN(C)CC2CC2)OCCCC[C@H](C)Oc2ccc(NS(=O)(=O)c3ccc(Cl)cc3)cc2C1=O,-0.9,11,0,14,0.2,9,9,-3
CCOC(=O)C1CN(Cc2ccccc2)C(=O)C1=O (stereo not given),-2.1,-5,2,-14,0.1,0,-2,-6
Cc1ccccc1CN(C)C(C)C(=O)Nc1ccccc1F (stereo not given),3.3,-8,3,-1,0.0,x,2,x
CN(C)C(=O)[C@H]1[C@H](CO)[C@H]2Cn3c(ccc(C4=CCCC4)c3=O)[C@H]2N1Cc1ccccn1,0.0,13,1,-33,0.1,0,17,5
O=C(NCCCN1CCOCC1)c1ccccc1NS(=O)(=O)c1cc([N+](=O)[O-])ccc1Cl,1.1,x,0,-10,0.1,x,0,x
O=C1CCC/C=C\C[C@@H](CC(=O)N(CCO)Cc2ccccc2)C(=O)NCCO1,-2.4,-11,2,1,0.1,-6,-4,-2
Cc1ccc(S(=O)(=O)Nc2cc(C)cn(Cc3ccc(F)cc3)c2=O)cc1,-1.6,2,-4,-253,0.3,-6,2,7
COC(=O)c1ccc2c(c1C(=O)OC)CN(S(=O)(=O)C(C)(C)C)[C@H]2CCO,5.4,-4,-2,-17,-0.1,-9,-3,-8
COCC[N+]1(C)CCCCC1,2.6,-11,89*,-9,0.1,-3,-7,-15
Cc1noc(C)c1NC(=O)N(C)C[C@H]1OCCCC[C@H](C)Oc2ccc(NS(=O)(=O)c3c(C)noc3C)cc2C(=O)N([C@H](C)CO)C[C@@H]1C,-0.9,-5,0,5,0.0,-21,9,0
CN(C)c1ccc(-c2ccnc3c2CC(C)(C(=O)Nc2cccc(C(F)(F)F)c2)O3)cc1 (stereo not given),0.5,x,4,-22,-0.2,-1,4,x
O=C(C[C@H]1C[C@@H]2c3cc(NC(=O)NC4CCCC4)ccc3O[C@@H]2[C@H](CO)O1)NCc1cccnc1,-2.3,x,0,3,0.0,x,8,x
C[C@H](CO)N1C[C@H](C)[C@@H](CN(C)Cc2ccc(Oc3ccccc3)cc2)Oc2ccc(NS(C)(=O)=O)cc2C1=O,-1.6,2,1,-5,0.0,1,8,-3
O=C(Nc1cccc(Cl)c1)NC1CC2CCC(C1)N2Cc1ccco1 (stereo not given),2.5,-1,6,-3,0.3,x,14,x
CN(c1ccccc1)c1cc(Br)nc(Br)c1,0.5,6,x,-12,0.1,x,-9,x
COc1ccccc1C(=O)C1CCCN(C(=O)CCc2ccccn2)C1 (stereo not given),x,x,x,x,0.0,-2,6,4
CC(C)(C)OC(=O)N1CCC(NC(=O)c2[nH]cnc2C(=O)Nc2ccon2)CC1,-0.9,8,1,-3,0.2,-6,4,3
Cc1noc(C)c1NC(=O)Nc1ccc2c(c1)C(=O)N([C@@H](C)CO)C[C@@H](C)[C@@H](CN(C)C)OCCCC[C@@H](C)O2,-2.5,3,2,-3,-0.8,1,18,-5
O=C(CNCc1ccccc1Cl)Nc1ccccc1N1CCCCC1,1.9,-7,0,-8,-0.1,6,x,-5
O=C(Nc1ccc(F)cc1)N1CCCCN2[C@H](CO)[C@H](c3ccc(C#CC4CC4)cc3)[C@@H]2C1,5.2,3,-2,-19,0.2,12,-12,1
CCCC#Cc1ccc([C@H]2[C@@H](C#N)N(C(=O)C3CCC3)[C@@H]2CO)cc1,-0.6,5,-1,-15,0.0,-3,7,14
O=C(NCc1ccccc1)[C@@H]1CCCN1C(=O)[C@H]1CCCN1C(=O)c1cccc(F)c1,-1.3,x,2,-5,0.0,x,-40,x
CC1=NNC(=O)C1CCC(=O)N/N=C\c1ccc(Cl)c(Cl)c1 (stereo not given),0.1,-2,0,-1,0.0,4,-9,1
CCOC(=O)C1CCCN(C(=O)Cn2nc(Cc3cccnc3)c3ccccc3c2=O)C1 (stereo not given),4.0,-4,-2,-22,0.0,-3,1,-1
COc1ccc(-c2cc(=O)oc3cc(OCC(=O)N(C)C4CCS(=O)(=O)C4)ccc23)cc1 (stereo not given),0.0,8,-2,-15,0.0,3,24,0
C[C@H](CO)N1C[C@H](C)[C@@H](CN(C)C)Oc2ccc(NC(=O)CCCCCC(=O)Nc3ccccc3N)cc2C1=O,2.5,-15,-2,2,0.0,-7,10,-4
Cc1ccc(S(=O)(=O)N(C)CC(=O)NNC(=O)Cc2ccccc2F)cc1,-1.2,4,-6,-10,0.0,-10,-8,0
COc1ccc(C(=O)N2C[C@@H]3[C@H](c4ccccc42)[C@@H](CO)N3Cc2ccc3c(c2)OCO3)cc1,-3.7,1,1,-36,0.3,13,-1,-4
